BAZ2B inh: qHTS Assay for Inhibitors of BAZ2B | 4.4% of 360,000 active | AlphaScreen BAZ2B-H3K14Ac peptide displacement | AID 504333, 2011 | Bromodomain adjacent to zinc finger domain protein 2B (Homo sapiens), Q9UIF8 | Potency, µM (doses to about 114 µM), for the others: top-dose activity change, negative = inhibition, most hits filed as inhibitors; note: potency is the fitted concentration of half-maximal effect; % is set by controls: 0 for no effect and ±100 for the full control effect; nearly all actives have a fitted effect of over 60% in size
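Inhibition is scored as reduced AlphaScreen emission. The BAZ2B/b-H3(5-23)K14Ac complex (50 nM each) in PBS pH 7.4, 0.01% Tween-20 meets compound (up to 110 uM) for 30 min at RT before bead addition.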
JMJD2A Tudor: qHTS Assay for Inhibitors of JMJD2A-Tudor Domain; Lysine-specific demethylase 4A (Homo sapiens), O75164; Potency, µM (titrated, usually from 114 µM), for the others: top-dose activity change, negative = inhibition, usual class: inhibitors; AlphaScreen JMJD2A-Tudor / H3K4me3 peptide binding; 4.4% of 390,000 active; AID 504339, 2011; note: potency is the fitted concentration of half-maximal effect; % is set by controls: 0 for no effect and ±100 for the full control effect; nearly all actives have a fitted effect of over 50% in size
HP1b binding inh: HTS for Inhibitors of HP1-beta Chromodomain Interactions with Methylated Histone Tails; AlphaScreen HP1-beta / biotin-H3K9me3 peptide binding; Potency, µM (series often up to 114 µM), inactives show at the top dose activity change, negative = inhibition, hits mostly inhibitors; 0.56% of 390,000 active; note: potency is the fitted concentration of half-maximal effect; nearly all actives have a fitted effect of over 70% in size; inactives centre near 23
Target sequence (P83916 whole entry, looked up): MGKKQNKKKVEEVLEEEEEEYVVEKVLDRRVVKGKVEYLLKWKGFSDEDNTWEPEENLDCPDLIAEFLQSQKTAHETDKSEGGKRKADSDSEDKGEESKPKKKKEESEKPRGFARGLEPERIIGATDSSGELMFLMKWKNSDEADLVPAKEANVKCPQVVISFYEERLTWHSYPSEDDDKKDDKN
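HP1-beta protein (50 nM final) preincubated 30 min at room temperature with biotinylated H3(1-18)K9me3 peptide (50 nM) in PBS pH 7.4, 0.01% Tween-20, then compound added for 30 min. AlphaScreen streptavidin donor/nickel chelate acceptor beads (10 ug/mL final), 30 min dark, luminescence read.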
G9a inh: qHTS Assay for Inhibitors of Histone Lysine Methyltransferase G9a; Histone-lysine N-methyltransferase EHMT2 (Homo sapiens), Q96KQ7; G9a H3K9 monomethylation, AlphaScreen, 2 h; Potency, µM (titrated, usually from 102 µM), for inactives: top-dose activity, negative = inhibition, actives largely listed as inhibitors; 8.8% of 350,000 active; AID 504332, 2011; note: potency is the fitted concentration of half-maximal effect; % is set by controls: 0 for no effect and ±100 for the full control effect; nearly all actives have a fitted effect of over 75% in size
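G9a (20 nM) was preincubated 15 min with compound, then reacted 2 h at room temperature with 500 nM biotin-H3K9 peptide and 20 µM SAM. Monomethyl-H3K9 detected by AlphaScreen using anti-H3K9me1 antibody.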
Pol eta inh: qHTS for Inhibitors of Polymerase Eta | 1.2% of 390,000 active | DNA polymerase eta (Homo sapiens), Q9Y253 | Potency, µM (doses to about 114 µM), inactives show at the highest dose activity change, negative = inhibition, actives largely listed as inhibitors | AID 588591, 2011 | recombinant Pol eta, fluorescent DNA replication assay; note: potency is the fitted concentration of half-maximal effect; % is set by controls: 0 for no effect and ±100 for the full control effect
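Pol eta at 10 nM preincubated with compounds 15 min at room temperature; reaction started with fluorescent substrate (50 nM final) and read kinetically at 0 and 10 min.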
GLS inhibitor: qHTS for Inhibitors of Glutaminase (GLS); Glutaminase kidney isoform, mitochondrial (Homo sapiens), O94925; GLS enzymatic activity, qHTS titration; Potency, µM (titrated, usually from 45.5 µM), without a hit: top-dose activity change, negative = inhibition, most hits filed as inhibitors; 0.21% of 410,000 active; note: potency is the fitted concentration of half-maximal effect; % is set by controls: 0 for no effect and ±100 for the full control effect
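Glutamate formation by hKGA was monitored fluorometrically using coupled glutamate oxidase, HRP and Amplex Red. Substrate was added as 1 mM L-glutamine solution; incubation was 30 min at RT after an initial read.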
PGK inhibitor: qHTS Assay to Find Inhibitors of Phosphoglycerate Kinase. PGK/GAPDH coupled, Kinase-Glo luminescence, 60 min. Potency, µM (highest dose often 57.5 µM), for inactives: at the top dose activity change, negative = inhibition, hits mostly inhibitors. 0.043% of 380,000 active. AID 602233, 2012; note: potency is the fitted concentration of half-maximal effect; % is set by controls: 0 for no effect and ±100 for the full control effect; nearly all actives have a fitted effect of over 60% in size
Target sequence (P07378 whole entry, looked up): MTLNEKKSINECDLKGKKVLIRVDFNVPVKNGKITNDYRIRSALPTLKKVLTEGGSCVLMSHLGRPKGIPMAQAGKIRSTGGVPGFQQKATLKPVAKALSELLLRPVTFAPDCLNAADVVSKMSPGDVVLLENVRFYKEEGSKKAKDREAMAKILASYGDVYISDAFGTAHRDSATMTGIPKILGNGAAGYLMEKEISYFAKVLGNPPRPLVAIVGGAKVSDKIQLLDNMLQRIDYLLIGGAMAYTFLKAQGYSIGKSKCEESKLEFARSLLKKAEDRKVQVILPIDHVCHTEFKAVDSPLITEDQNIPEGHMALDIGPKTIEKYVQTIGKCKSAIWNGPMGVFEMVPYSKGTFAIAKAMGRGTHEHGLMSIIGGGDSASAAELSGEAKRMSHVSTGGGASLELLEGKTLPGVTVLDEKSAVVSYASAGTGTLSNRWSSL
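Luminescent ATP detection (Kinase-Glo Plus) follows a 60-minute room-temperature incubation, with wells lacking PGK as controls. Buffer: 100 mM TEA (pH 7.6), 5 mM MgCl2, 0.01% Tween-20. Coupling enzyme GAPDH (100 nM final) supplies unstable 1,3-BPG in-well.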
PI4K2A inh: qHTS for small molecular inhibitors of PI4K2A | Phosphatidylinositol 4-kinase type 2-alpha (Homo sapiens), Q9BTU6 | purified PI4K2A, ADP-Glo luminescence, 1 h; stronger effect = lower value | activity change, negative = inhibition, % at 76.9 µM | 0.13% of 420,000 active | AID 1346378, 2018; in the data active = activity change below about -50%; inconclusive = mostly about -30% to -49%;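 note: -100% = wells without enzyme as full effect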
Target sequence (Q9BTU6 whole entry, looked up): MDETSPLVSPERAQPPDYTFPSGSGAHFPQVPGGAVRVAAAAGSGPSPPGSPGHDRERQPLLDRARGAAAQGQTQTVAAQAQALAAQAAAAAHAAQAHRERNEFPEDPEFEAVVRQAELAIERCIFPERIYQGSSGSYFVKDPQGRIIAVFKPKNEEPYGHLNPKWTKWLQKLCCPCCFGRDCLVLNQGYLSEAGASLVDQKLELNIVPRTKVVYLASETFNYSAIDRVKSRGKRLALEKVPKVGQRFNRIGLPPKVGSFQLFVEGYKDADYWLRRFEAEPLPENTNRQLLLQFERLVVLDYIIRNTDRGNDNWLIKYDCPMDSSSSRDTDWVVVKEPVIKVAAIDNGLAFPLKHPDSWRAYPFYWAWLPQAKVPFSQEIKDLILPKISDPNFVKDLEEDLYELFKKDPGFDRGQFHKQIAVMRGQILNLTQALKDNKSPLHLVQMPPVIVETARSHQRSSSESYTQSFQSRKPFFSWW
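PI4K2A activity was measured by ADP-Glo luminescence: enzyme (4 ug/mL stock) and phosphatidylinositol (1.2 mM stock) in Tris pH 7.5/MgCl2/EGTA/Triton X-100 buffer were reacted with ATP (300 microM stock) for one hour at ambient temperature.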
Pin1 inh: qHTS Assay to Find Inhibitors of Pin1; AID 504891, 2011; Potency, µM (titrated, usually from 115 µM), without a hit: at the top dose activity, negative = inhibition, most hits filed as inhibitors; 0.009% of 390,000 active; Pin1 FP peptide displacement, HiFluor488, 10 min; active = well fitted inhibition curve with a large enough effect in the polarisation, with a control signal flat, not every such curve was filed as active; inconclusive = small, poorly fitted or top-dose-only effect, or effect the other way, or a change in a side signal; inactive = no such curve, though single readings can be large or run the other way; the % refers to the polarisation; note: potency is the fitted concentration of half-maximal effect; % is set by controls: 0 for no effect and ±100 for the full control effect
* marks the source's active call; other numbers are inactive results; i = inactive; ? = inconclusive; / = no result given; & = joins results of further samples; [ ] = another dose, or the depositor's remark. Unless noted, calls come from the whole dose curve; as a rule, active = well fitted curve in the direction sought with a large enough effect; inconclusive = small, poorly fitted or top-dose-only effect, or another doubt; inactive = no such curve, though single readings can be large; an effect the other way counts as inactive or inconclusive.

SMILES	BAZ2B inh	JMJD2A Tudor	HP1b binding inh	G9a inh	Pol eta inh	GLS inhibitor	PGK inhibitor	PI4K2A inh	Pin1 inh
CCSCc1nnc(SCC(=O)Nc2cccc(C(C)=O)c2)n1C	?	-9%	28%	-28%	-2%	-1%	4%	-5	-1%
COc1ccc(C(=O)c2ccc(-c3ccc(OC)cc3)nc2)cc1	-1%	2%	26%	8%	-12%	3%	/	2	0%
NS(=O)(=O)c1ccc(NC(=O)C2Cc3ccccc3N2C(=O)c2ccccc2)cc1 (stereo not given)	-4%	2%	20%	10%[12.7 µM]	1%	9%	-2%	-1	1%
Fc1ccc(C(c2nnc(-c3ccccc3)o2)N2CCN(c3ccccc3)CC2)c(Cl)c1 (stereo not given)	-31%	-27%	-20%	3%[59 µM]	-3%	6%	-11%	-5	1%
COc1ccc(NC(=O)c2ccc(CN3CCN(c4ccccc4)CC3)cc2)cc1	10%	1%	16%	?	-17%	-1%	-3%	0	10%
Cc1cc(N/N=C/c2ccccc2F)c2ccccc2n1	-5%	-13%	36%	10%[59 µM]	-28%	?	-5%	1	4%
O=C(N/N=C/c1cc(Br)ccc1O)c1cccc(N2CCCC2=O)c1	7%	-22%	27%	11%[59 µM]	-20%	-4%	-7%	0	6%
C=CCn1c(CCNC(=O)c2ccco2)nc2ccccc21	-8%	-7%	27%	-10%	8%	-4%	-3%	0	-3%
CCn1nc(CC(=O)Nc2ccc(-n3cnnn3)c(C)c2)c2ccccc2c1=O	2%	0%	35%	4%[59 µM]	-19%	-1%	-3%	4	3%
CC(C)OCCCNC(=S)N1CCC(C(=O)c2ccc(Cl)cc2)CC1	5%	-16%	63%[activator]	-5%	-18%	-7%	i	-1	-2%
CC(C)CC(C(=O)O)N1C(=O)C2C3c4ccccc4C(c4ccccc43)[C@@H]2C1=O (stereo not given in full)	-15%	-13%	29%	6%	4%	8%	4%	1	6%
O=C(O)c1cc2cc(F)ccc2[nH]1	?	-20%	7%	-59%[59 µM]	-4%[57.1 µM]	0%	-7%	2&-2	0%
Fc1cc(F)cc(NC(=S)N2CCC(c3ccccc3)C2)c1 (stereo not given)	4%	-9%	49%[activator]	17%	-13%	0%	-1%	-1	0%
COc1cc(C(=O)NNC(=O)c2ccc(NC(=O)C(C)(C)C)cc2)cc(OC)c1OC	-4%	-9%	28%	10%[12.7 µM]	-7%	1%	13%	5	1%
COc1cc(OC)c2c(c1)C(=O)OC2OC (stereo not given)	6%	0%	48%[activator]	/	-7%	-3%	-10%	0	3%
COc1ccc(CCN(C)CC(O)c2ccccc2)cc1OC (stereo not given)	?	2.5µM*	?	28µM*	-7%	0%	i	-5	1%
COc1ccc(S(=O)(=O)N2CCCCC2)cc1NC(=O)CSc1nnc(C2CC2)n1C	10%	-17%	31%	4%[59 µM]	7%	-3%	-9%	7	-4%
CC1CC(C)CN(C(=O)CCNC(=O)c2ccccc2Cl)C1 (stereo not given)	?	-14%	5%	/	-2%	?	-8%	-18	1%
CCc1ccc2c(c1)cc(CN(C(=S)Nc1ccccc1)C1CC1)c1nnnn12	33%[activator]	-14%	31%	12%[59 µM]	3%	1%	-8%	5	6%
CCCN(CCC)C(=O)CC(c1ccccc1)c1cc(Br)ccc1O (stereo not given)	-4%	-14%	21%	8%[2.33 µM]	?	1%	-1%	4	?
Cc1cccc(N(C)C(=O)C2CCCN2S(=O)(=O)c2cccc3nsnc23)c1 (stereo not given)	-2%	-28%	15%	/	-7%	-6%	i	4	-3%
CC(=O)C1N=NCC1c1ccccc1 (stereo not given)	/	-8%	22%[57 µM]	/	-4%	15%	9%	7	3%
COCC(C)n1c(SCc2cc(C(=O)OC)c(C)o2)nc2ccccc2c1=O (stereo not given)	-13%	5%	36%[activator]	/	-6%	1%	3%	3	-2%
COc1ccccc1NC(=O)Nc1nc(CC(=O)N2CCN(c3ccccc3)CC2)cs1	-10%	-33%	0%	?	-5%	12%	4%	-2	9%
Cc1nc(N2CCN(C(=O)c3cccs3)CC2)c2c3c(sc2n1)CCCC3	-25%	-24%	36%	-2%	1%	2%	-2%	-2	6%

Single records, from the list above. Order of screens: BAZ2B inh	JMJD2A Tudor	HP1b binding inh	G9a inh	Pol eta inh	GLS inhibitor	PGK inhibitor	PI4K2A inh	Pin1 inh
Results for `CCn1nc(CC(=O)Nc2ccc(-n3cnnn3)c(C)c2)c2ccccc2c1=O` : 2%	0%	35%	4%[59 µM]	-19%	-1%	-3%	4	3%
Results for `CC(C)OCCCNC(=S)N1CCC(C(=O)c2ccc(Cl)cc2)CC1` : 5%	-16%	63%[activator]	-5%	-18%	-7%	i	-1	-2%

Next section:
SMILES	BAZ2B inh	JMJD2A Tudor	HP1b binding inh	G9a inh	Pol eta inh	GLS inhibitor	PGK inhibitor	PI4K2A inh	Pin1 inh
Cc1ccc(NS(=O)(=O)c2cccc3nsnc23)cc1[N+](=O)[O-]	-29%	-21%	9%	40µM*	-1%	-12%	0%	0	-3%
Cc1cccc(N(C(=O)CCC(=O)Nc2cc(C)on2)C(C(=O)NC2CCCC2)c2cccnc2)c1 (stereo not given)	-19%	10%	23%	1%	-16%	-6%	-9%	-8	3%
CNS(=O)(=O)c1ccc(NC(=O)c2ccoc2C)cc1	-22%	3%[11.4 µM]	29%	-33%	-21%	-3%	-9%	-5	1%
O=C(N/N=C/c1ccccc1Cl)c1cccc(F)c1	-11%	-1%	-9%	-6%[2.33 µM]	-15%	16%	-13%	-11	6%
CCn1c(CNc2ccccc2Cl)nnc1SCCN1CCCCC1	/	-10%	29%	4%[59 µM]	-4%	29%	-9%	2	1%
COc1cccc(Nc2nc3c(S(=O)(=O)c4cc(C)ccc4C)nnn3c3ccsc23)c1	-12%	-10%	22%	-32%[59 µM]	4%	-8%	1%	-1	-1%
O=C(NNC(=O)c1ccc(Br)cc1)c1ccncc1	0%	4%	50%[activator]	-34%[0.501 µM]	-18%	35%[activator]	-7%	-1	0%
Cc1cc(C)c(NC(=O)c2ccc3c(c2)CCN3S(C)(=O)=O)c(C)c1	0%	3%	43%[activator]	-11%	-8%	-10%	-7%	4	-1%
Cc1cn2c(=O)cc(COc3ccccc3NC(=O)c3ccc(Cl)cc3)nc2s1	0%	-21%	13%	3%[59 µM]	1%	0%	-10%	4	-7%
O=C(CN1C(=O)COc2ccccc21)NCCCN1CCc2ccccc2C1	-3%	?	22%	?	5%	15%	-6%[11.5 µM]	0	-9%
Cc1cccc(NC(=O)CSc2nc(C3CC3)nc3ccccc23)c1	-1%	?	14%	13%[59 µM]	40µM*	10%	i	4	19%
CC(C)(C)OC(=O)N1CCC[C@@H]1C(=O)N1CCC(C(=O)O)CC1	6%	1%	30%	-10%	-11%	19%	9%	-2	1%
COc1ccc(NC(=O)Cn2c(-c3ccccc3)cn(-c3ccc(C)cc3)c2=O)cc1	-5%	-3%[57.1 µM]	20%	21%[59 µM]	-16%	-12%	i	-2	5%
CCOC(=O)/C(C#N)=C\C=C1C=CN(C)C=C1	-5%[57.1 µM]	-15%	4%	?	-12%	19%	5%	5	?
CCCCN(CC)CCCNC(=O)c1ccc(CSc2nc3ccncc3[nH]2)cc1	12%	-25%	29%	38%[activator]	-16%	-6%	-1%	4	-7%
CCN(CC)C(=O)c1sc2c(c1C)c(=O)n(-c1ccc(Cl)c(Cl)c1)c(=O)n2Cc1cc(=O)n2c(C)cccc2n1	0%	?	43%	1%[59 µM]	-13%	5%	i	-3	-2%
Cc1cccc(C(=O)Nc2ccccc2OCc2cc(=O)n3cc(C)ccc3n2)c1	7%	-5%	20%[57 µM]	0%[59 µM]	-7%	-9%	5%	1	-10%
Cc1ccccc1CNC(=O)C(=O)NCC(c1ccco1)S(=O)(=O)c1cccs1 (stereo not given)	-6%	-24%	-9%	-1%[59 µM]	-17%	-9%	-2%	-3	-3%
Cc1cc(C)nc(/N=C(\N)Nc2cccc([N+](=O)[O-])c2)n1	-29%	-21%	14%	16%[59 µM]	-19%	4%	-9%	2	-1%
COc1ccc(C(=O)N/C(=C/c2ccco2)C(=O)N2CCCCCC2)cc1	?	-23%	21%	35µM*	-5%	-2%	-2%	4	?
CCn1c(SCC#N)nc2c(c1=O)C1(CCCC1)Cc1ccccc1-2	6%	1%	43%[activator]	27%[59 µM]	1%	4%	-1%	4	1%
CC(=O)Nc1ccc2sc(NC(=O)CN3CCOCC3)nc2c1	-3%	2%	23%	/	-8%	-5%	6%	-3	3%
CC(C)=CC(=O)Nc1nc2ccc([N+](=O)[O-])cc2s1	-25%	-12%	27%	9%[12.7 µM]	9%	8%	-5%	0	-1%
O=C(CN1C(=O)C2CC=CCC2C1=O)Nc1nc2ccccc2[nH]1 (stereo not given)	?	?	17%	?	-16%	13%	-5%	-4	-8%
Cc1ccc2nc(COC(=O)c3ccc(Cl)nc3)cc(=O)n2c1	/	-20%	15%	/	-13%	2%	-8%	0	-1%
Nc1ccc2nc(COc3ccccc3)[nH]c2c1	?	-28%	24%	?	-12%	-5%	-1%	1	3%
COc1ccc(CC(=O)NCc2ccccc2)cc1S(=O)(=O)N1CCOCC1	10%	4%	30%	-42%	-15%	0%	1%	4	-2%

Assay outcomes: PubChem, National Center for Advancing Translational Sciences (NCATS)

A portion of the library; count on the stated rates, not on these rows.
